S1P2 ag: S1P2 (human) receptor agonism; O95136; 97,000 compounds, 0.46% hits; activation, % at 4.5 µM; S1P2-expressing cell line, agonist reporter read-out; in the data active means activation above about 16%;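 further: 0% = vehicle low control and 100% = maximal reference agonist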
EphB4 ephrin blk: EphB4-ephrin-B2 interaction antagonism; inhibition, % at 7 µM; EphB4 LBD / TNYL-RAW-Alexa532 peptide, fluorescence polarization; 97,000 compounds, 0.15% hits; P54760;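 active means inhibition above the screen-wide mean inhibition plus 3 SD, cut at about 15% in these data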;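 further: 0% = DMSO wells and 100% = excess unlabeled TNYL-RAW peptide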
Target sequence (P54760 whole entry, looked up, the tested form may be a part): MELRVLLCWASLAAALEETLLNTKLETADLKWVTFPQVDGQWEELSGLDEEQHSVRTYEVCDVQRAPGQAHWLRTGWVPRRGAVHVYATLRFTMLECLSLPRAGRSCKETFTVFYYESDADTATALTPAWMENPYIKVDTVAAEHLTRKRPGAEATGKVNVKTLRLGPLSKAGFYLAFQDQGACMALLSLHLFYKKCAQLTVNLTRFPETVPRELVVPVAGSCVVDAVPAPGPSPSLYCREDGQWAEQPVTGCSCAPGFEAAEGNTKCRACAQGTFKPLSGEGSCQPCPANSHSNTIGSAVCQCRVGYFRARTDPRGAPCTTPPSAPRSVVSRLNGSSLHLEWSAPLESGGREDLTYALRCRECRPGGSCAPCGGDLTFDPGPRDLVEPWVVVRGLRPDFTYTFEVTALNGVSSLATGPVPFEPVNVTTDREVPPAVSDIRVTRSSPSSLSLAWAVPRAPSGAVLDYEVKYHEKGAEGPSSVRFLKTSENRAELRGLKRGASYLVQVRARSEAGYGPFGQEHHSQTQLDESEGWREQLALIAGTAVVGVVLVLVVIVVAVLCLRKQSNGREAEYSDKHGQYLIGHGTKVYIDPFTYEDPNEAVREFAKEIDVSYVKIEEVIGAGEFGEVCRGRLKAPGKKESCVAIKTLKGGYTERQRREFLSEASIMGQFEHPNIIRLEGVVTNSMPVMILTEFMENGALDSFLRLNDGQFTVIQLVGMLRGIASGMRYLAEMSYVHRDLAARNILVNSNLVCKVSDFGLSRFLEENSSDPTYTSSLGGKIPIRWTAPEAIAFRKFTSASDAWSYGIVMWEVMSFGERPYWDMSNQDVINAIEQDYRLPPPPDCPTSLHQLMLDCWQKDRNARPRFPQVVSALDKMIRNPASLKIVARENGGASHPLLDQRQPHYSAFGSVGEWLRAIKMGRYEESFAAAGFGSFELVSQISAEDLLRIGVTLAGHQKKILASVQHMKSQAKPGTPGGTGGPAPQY
PostGolgi ctrl: yeast control strain growth, post-Golgi counter-screen; efflux-deficient yeast background strain, growth absorbance A615, 16 h; inhibition, % at 10 µM; 98,000 compounds, 5% hits; AID 738
Rev-RRE block: disrupts HIV-1 Rev binding to RRE RNA | inhibition, % at 8 µM | Rev peptide-RRE RNA binding, FRET | 97,000 compounds, 0.79% hits | P05866 | AID 704;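 active means inhibition above the screen-wide mean plus 3 SD, cut at about 35% in these data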;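 further: 0% = median DMSO wells and 100% = median Neomycin B control wells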
Target sequence (P05866 whole entry, looked up): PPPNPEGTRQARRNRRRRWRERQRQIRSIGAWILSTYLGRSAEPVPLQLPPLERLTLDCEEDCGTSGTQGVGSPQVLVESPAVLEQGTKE
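Assay system: Labelled RRE RNA duplex and labelled Rev peptide | Times: 5 min preincubation and 15 min binding, 25 °C | Detection: FRET, ex 480 nm, em 540 and 671 nm | Evaluation: % inhibition of FRET ratio versus controls | Benchmarks: DMSO wells as 0% and neomycin B wells as 100% inhibition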
LYP act: activators of human LYP (PTPN22) phosphatase | recombinant LYP, DiFMUP fluorescence; 0 = plate median, 100 = signal doubled | activation, % at 2 µM | 96,000 compounds, 0.11% hits;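 active means activation at 2 µM above a set limit, the mean plus 5 SD, cut at about 37% in these data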
PTPN22 inh 2: blocks human PTPN22 phosphatase activity. inhibition, % at 2 µM. 96,000 compounds, 0.21% hits. AID 640. recombinant LYP catalytic domain, DiFMUP fluorescence. Q9Y2R2;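 active means inhibition at 2 µM at or above a set limit, the screen mean plus 3 SD, cut at about 24% in these data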;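 further: 0% = DMSO with enzyme and 100% = enzyme fully blocked by orthovanadate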
S1P2 antag: blocks the human S1P2 receptor; 97,000 compounds, 0.21% hits; cell-based S1P2 antagonist assay, inhibition at 5 uM; O95136; inhibition, % at 5 µM; in the data active means inhibition above about 45%;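 further: CRE beta-lactamase reporter cells expressing human S1P2 stimulated with S1P; 0% = agonist at EC80 alone and 100% = agonist plus reference antagonist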
FAK inh: blocks human focal adhesion kinase activity; Q05397; biochemical FAK kinase activity assay; inhibition, %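 (tested at 7 µM)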; 97,000 compounds, 0.84% hits; AID 727; in the data active means inhibition above about 19%;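 further: 0% = DMSO and 100% = reference compound high control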
PostGolgi yeast: growth inhibition of a yeast mutant, post-Golgi transport screen. post-Golgi transport phenotypic cell assay. inhibition, % at 10 µM. 98,000 compounds, 0.9% hits;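 further: yeast cells grown in 1536-well plates; yeast grown about 18 h at 30C before absorbance read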
* = called active by the depositor. Unless noted, no stated cut-off is given here; in the data, active means inhibition above about 30%; inactive means the rest. No enrichment for hits; overall some 7% were active at least once.

Results for CC1=CC(C)(C)Nc2ccc(OC(=O)C(Cc3ccccc3)N3C(=O)c4ccccc4C3=O)cc21 (stereo not drawn) ?
S1P2 ag: 0; EphB4 ephrin blk: 0; PostGolgi ctrl: 3; Rev-RRE block: -3; LYP act: 6; PTPN22 inh 2: -7; S1P2 antag: 11; FAK inh: -4; PostGolgi yeast: 1

What do the screens show for `COC(=O)C1=C(C)N(c2ccc(F)cc2)C(=O)C1`?
S1P2 ag: -1; EphB4 ephrin blk: 3; PostGolgi ctrl: -1; Rev-RRE block: 7; LYP act: -13; PTPN22 inh 2: 9; S1P2 antag: 11; FAK inh: 3; PostGolgi yeast: -30

Results for N#CC1=C(N)SC(C(=O)c2ccccc2)C1c1cccs1 (stereo not drawn) ?
S1P2 ag: 0; EphB4 ephrin blk: 4; Rev-RRE block: 6; LYP act: -15; PTPN22 inh 2: 12; S1P2 antag: -17; FAK inh: 3

How did Cc1cc(C)cc(NC(=O)CSc2nnc(-c3ccccc3Br)o2)c1 do in these assays?
S1P2 ag: -4; EphB4 ephrin blk: -3; PostGolgi ctrl: 15; Rev-RRE block: 12; LYP act: 0; PTPN22 inh 2: 1; S1P2 antag: 3; FAK inh: 6; PostGolgi yeast: -7

Results for Cc1cc(C)n(-c2cc(=O)n(C)c(=O)n2C)n1 ?
S1P2 ag: -6; EphB4 ephrin blk: -3; PostGolgi ctrl: 3; Rev-RRE block: 5; LYP act: 4; PTPN22 inh 2: -6; S1P2 antag: 19; FAK inh: -2; PostGolgi yeast: 0

What do the screens show for `CN(C(=O)c1c(Cl)nc2sccn12)C1CCCCC1`?
S1P2 ag: -6; EphB4 ephrin blk: -2; PostGolgi ctrl: 7; Rev-RRE block: -4; LYP act: 6; PTPN22 inh 2: -7; S1P2 antag: -30; FAK inh: 3; PostGolgi yeast: -4

What do the screens show for `CN(C)CCCCOc1ccccc1-c1ccccc1`?
S1P2 ag: -2; EphB4 ephrin blk: -2; PostGolgi ctrl: 16; Rev-RRE block: -4; LYP act: -7; PTPN22 inh 2: 6; S1P2 antag: 0; FAK inh: 2; PostGolgi yeast: -2

Results for CCc1c(C)nc2ncnn2c1NCCc1ccc(OC)c(OC)c1 ?
S1P2 ag: -16; EphB4 ephrin blk: 2; PostGolgi ctrl: 6; Rev-RRE block: 4; LYP act: -8; PTPN22 inh 2: 11; S1P2 antag: 7; FAK inh: 6; PostGolgi yeast: 4

Results for Cc1nc(NCc2ccco2)c2c3c(sc2n1)CCC3 ?
S1P2 ag: -2; EphB4 ephrin blk: 2; PostGolgi ctrl: 0; Rev-RRE block: 7; LYP act: -4; PTPN22 inh 2: 2; S1P2 antag: -3; FAK inh: 3; PostGolgi yeast: -1

What do the screens show for `CCCCN1C(=O)C2NN=C(C(=O)OC)C2C1=O` (stereo not drawn)?
S1P2 ag: -4; EphB4 ephrin blk: -7; PostGolgi ctrl: 9; Rev-RRE block: 6; LYP act: 5; PTPN22 inh 2: -3; S1P2 antag: -14; FAK inh: -2; PostGolgi yeast: -1

Results for COc1ccc(CNC(=O)COC(=O)c2cc(-c3ccc(Cl)s3)nc3ccccc23)cc1 ?
S1P2 ag: -5; EphB4 ephrin blk: -3; PostGolgi ctrl: -2; Rev-RRE block: 11; LYP act: 0; PTPN22 inh 2: 1; S1P2 antag: 3; FAK inh: -4; PostGolgi yeast: 14

Results for CCOc1ccc(C2C(=O)N(C3CCCCC3)CC(=O)N2CC2CCCO2)cc1OC (stereo not drawn) ?
S1P2 ag: -4; EphB4 ephrin blk: -13; PostGolgi ctrl: -3; Rev-RRE block: 6; LYP act: 2; PTPN22 inh 2: -3; S1P2 antag: 13; FAK inh: -1; PostGolgi yeast: 5

The closing three compounds of the part before are carried over, then new ones follow.
What do the screens show for `CCCCN1C(=O)C2NN=C(C(=O)OC)C2C1=O` (stereo not drawn)?
S1P2 ag: -4; EphB4 ephrin blk: -7; PostGolgi ctrl: 9; Rev-RRE block: 6; LYP act: 5; PTPN22 inh 2: -3; S1P2 antag: -14; FAK inh: -2; PostGolgi yeast: -1

Results for COc1ccc(CNC(=O)COC(=O)c2cc(-c3ccc(Cl)s3)nc3ccccc23)cc1 ?
S1P2 ag: -5; EphB4 ephrin blk: -3; PostGolgi ctrl: -2; Rev-RRE block: 11; LYP act: 0; PTPN22 inh 2: 1; S1P2 antag: 3; FAK inh: -4; PostGolgi yeast: 14

Results for CCOc1ccc(C2C(=O)N(C3CCCCC3)CC(=O)N2CC2CCCO2)cc1OC (stereo not drawn) ?
S1P2 ag: -4; EphB4 ephrin blk: -13; PostGolgi ctrl: -3; Rev-RRE block: 6; LYP act: 2; PTPN22 inh 2: -3; S1P2 antag: 13; FAK inh: -1; PostGolgi yeast: 5

How did Cc1ccc(SCC(=O)NC(C)(C)C)cc1 do in these assays?
S1P2 ag: -6; EphB4 ephrin blk: -4; PostGolgi ctrl: 1; Rev-RRE block: 6; LYP act: 7; PTPN22 inh 2: -7; S1P2 antag: 7; FAK inh: 1; PostGolgi yeast: -4

What do the screens show for `CCOC(=O)C1=C(C)NC(=O)NC1c1ccc(Cl)cc1Cl` (stereo not drawn)?
S1P2 ag: -4; EphB4 ephrin blk: 2; PostGolgi ctrl: 8; Rev-RRE block: 4; LYP act: -2; PTPN22 inh 2: 2; S1P2 antag: -4; FAK inh: 1; PostGolgi yeast: 2

How did CN(C)S(=O)(=O)c1cccc(C(=O)N(Cc2ccc(F)cc2)Cc2ccco2)c1 do in these assays?
S1P2 ag: -3; EphB4 ephrin blk: 1; PostGolgi ctrl: 7; Rev-RRE block: 13; LYP act: 2; PTPN22 inh 2: 0; S1P2 antag: -16; FAK inh: 1; PostGolgi yeast: -6

Results for O=C1CCCN1CN(C(=O)c1ccccc1)c1ccc(F)cc1 ?
S1P2 ag: 1; EphB4 ephrin blk: 0; PostGolgi ctrl: 6; Rev-RRE block: 4; LYP act: 29; PTPN22 inh 2: -28; S1P2 antag: -6; FAK inh: 0; PostGolgi yeast: -3

Results for O=C(Nc1ccccc1F)c1ccc(CNS(=O)(=O)c2cccc(C(F)(F)F)c2)cc1 ?
S1P2 ag: -5; EphB4 ephrin blk: -5; PostGolgi ctrl: 3; Rev-RRE block: 6; LYP act: -1; PTPN22 inh 2: -2; S1P2 antag: 5; FAK inh: 0; PostGolgi yeast: -2

How did COCCNC(=O)Cn1ncc2ccsc2c1=O do in these assays?
S1P2 ag: -4; EphB4 ephrin blk: 0; PostGolgi ctrl: 0; Rev-RRE block: 10; LYP act: -1; PTPN22 inh 2: -3; S1P2 antag: 2; FAK inh: -4; PostGolgi yeast: -7

Results for O=C(NCCc1cn2ccccc2n1)c1ccccc1F ?
S1P2 ag: -4; EphB4 ephrin blk: 0; PostGolgi ctrl: 10; Rev-RRE block: 4; LYP act: -6; PTPN22 inh 2: 5; S1P2 antag: 12; FAK inh: -1; PostGolgi yeast: -5

What do the screens show for `Cc1ccc(-n2c(=O)cc(N3CCN(Cc4ccccc4)CC3)[nH]c2=O)cc1`?
S1P2 ag: -8; EphB4 ephrin blk: -4; PostGolgi ctrl: 5; Rev-RRE block: -2; LYP act: -1; PTPN22 inh 2: -2; S1P2 antag: -11; FAK inh: 0; PostGolgi yeast: 3

How did NC(=O)C1CCN(C2=C(Cl)C(=O)c3ccccc3C2=O)CC1 do in these assays?
S1P2 ag: -7; EphB4 ephrin blk: 2; PostGolgi ctrl: -1; Rev-RRE block: 5; LYP act: 0; PTPN22 inh 2: 3; S1P2 antag: 45; FAK inh: 12; PostGolgi yeast: 14

How did Cc1noc(C)c1CN1C(=O)NC(Cc2ccccc2)(Cc2ccccc2)C1=O do in these assays?
S1P2 ag: -2; EphB4 ephrin blk: 10; PostGolgi ctrl: 3; Rev-RRE block: 3; LYP act: -12; PTPN22 inh 2: 10; S1P2 antag: 17; FAK inh: -4; PostGolgi yeast: 13

Results for CC(C)CCNC(=O)Cn1c(=O)oc2cc(S(=O)(=O)N3CC(C)CC(C)C3)ccc21 (stereo not drawn) ?
S1P2 ag: -6; EphB4 ephrin blk: -11; PostGolgi ctrl: -3; Rev-RRE block: 5; LYP act: -1; PTPN22 inh 2: 0; S1P2 antag: 2; FAK inh: 0; PostGolgi yeast: 0

What do the screens show for `COCCn1c(SCC(=O)Nc2cccc(C(=O)OC)c2)nc2ccccc2c1=O`?
S1P2 ag: -3; EphB4 ephrin blk: -6; PostGolgi ctrl: 13; Rev-RRE block: 7; LYP act: 7; PTPN22 inh 2: -10; S1P2 antag: -3; FAK inh: 10; PostGolgi yeast: 14

What do the screens show for `O=C(Nc1ccc2c(c1)C(=O)N(C1CCCCC1)C2=O)C1CCCO1` (stereo not drawn)?
S1P2 ag: 0; EphB4 ephrin blk: 5; PostGolgi ctrl: 7; Rev-RRE block: 13; LYP act: 0; PTPN22 inh 2: -4; S1P2 antag: 3; FAK inh: 2; PostGolgi yeast: 0

Results for Cc1cc(Br)cc(C)c1NC(=S)NC(=O)CC(C)C ?
S1P2 ag: 0; EphB4 ephrin blk: -1; PostGolgi ctrl: 8; Rev-RRE block: 1; LYP act: 4; PTPN22 inh 2: -1; S1P2 antag: -2; FAK inh: 0; PostGolgi yeast: -1

Results for COCC(=O)Nc1c(C(=O)Nc2cccc(OC)c2)oc2ccccc12 ?
S1P2 ag: -2; EphB4 ephrin blk: -1; PostGolgi ctrl: -4; Rev-RRE block: 16; LYP act: -3; PTPN22 inh 2: 1; S1P2 antag: 20; FAK inh: -2; PostGolgi yeast: -6

What do the screens show for `O=C(CCSc1nnnn1-c1ccccc1)N1CCOCC1`?
S1P2 ag: -3; EphB4 ephrin blk: -13; PostGolgi ctrl: 12; Rev-RRE block: 4; LYP act: 27; PTPN22 inh 2: -30; S1P2 antag: -4; FAK inh: 2; PostGolgi yeast: 3

What do the screens show for `O=C(c1ccccc1)N1CC(COc2ccccc2)OC(c2ccco2)O1` (stereo not drawn)?
S1P2 ag: -5; EphB4 ephrin blk: 1; PostGolgi ctrl: 9; Rev-RRE block: 4; LYP act: 11; PTPN22 inh 2: -14; S1P2 antag: 2; FAK inh: 0; PostGolgi yeast: 0

What do the screens show for `COc1cc2c(=O)n(Cc3ccccc3)c(=O)n(CC(=O)NCc3ccco3)c2cc1OC`?
S1P2 ag: -1; EphB4 ephrin blk: 3; PostGolgi ctrl: 1; Rev-RRE block: 4; LYP act: 0; PTPN22 inh 2: -4; S1P2 antag: -10; FAK inh: 2; PostGolgi yeast: -10

How did Cc1cc(C)cc(C(=O)n2cnnc2N)c1 do in these assays?
S1P2 ag: -3; EphB4 ephrin blk: -4; PostGolgi ctrl: 3; Rev-RRE block: 2; LYP act: 10; PTPN22 inh 2: -8; S1P2 antag: -11; FAK inh: 3; PostGolgi yeast: -8

Results for NS(=O)(=O)c1ccc(CCNC(=O)c2ccc(S(=O)(=O)N3CCCCC3)cc2)cc1 ?
S1P2 ag: -1; EphB4 ephrin blk: 11; PostGolgi ctrl: 4; Rev-RRE block: 2; LYP act: -8; PTPN22 inh 2: 5; S1P2 antag: -16; FAK inh: -1; PostGolgi yeast: -2

How did Cc1cc(-c2ccccc2)nc(N/N=C/c2ccco2)n1 do in these assays?
S1P2 ag: -5; EphB4 ephrin blk: 7; PostGolgi ctrl: -4; Rev-RRE block: 8; LYP act: -2; PTPN22 inh 2: 2; S1P2 antag: 13; FAK inh: 2; PostGolgi yeast: 7

How did CCOC(=O)/C(C#N)=C/C1=C(N2CCCC2)CC(C)(CC)OC1 (stereo not drawn) do in these assays?
S1P2 ag: -5; EphB4 ephrin blk: -1; PostGolgi ctrl: 16; Rev-RRE block: 4; LYP act: 2; PTPN22 inh 2: 1; S1P2 antag: -34; FAK inh: -2; PostGolgi yeast: 4

Source: PubChem
